# Hsp70 activator: Hsp70 transcriptional activators, primary screen, cell-based, HeLa, Hsp70 promoter luciferase, luminescence, 10 µM. HeLa Hsp70 promoter luciferase reporter; scaled: vehicle 0, proteasome-inhibitor control 100%. activation, % at 10 µM. 200,000 compounds, 0.04% hits. AID 1203, 2008;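 active = activation above the mean across all tested compounds plus 3 SD, cutoff set per campaign, cut at about 5.5% in these data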;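 note: 100% = MG132 at 30 µM as the positive control and 0% = DMSO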
# TNAP inh hiacc: human TNAP enzyme inhibitors, primary screen, biochemical, luminescent, high phosphate acceptor level, uHTS. Alkaline phosphatase, tissue-nonspecific isozyme (Homo sapiens), P05186. purified TNAP, CDP-star luminescence, 1 M DEA. inhibition, % at 20 µM. 200,000 compounds, 0.03% hits. AID 1135, 2008;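 active = over 50% inhibition of tissue-nonspecific alkaline phosphatase at 20 µM in the single-dose screen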;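 note: plate controls were DMSO wells for no effect and EDTA-quenched wells as full inhibition for full effect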
# Target sequence (P05186 whole entry, looked up): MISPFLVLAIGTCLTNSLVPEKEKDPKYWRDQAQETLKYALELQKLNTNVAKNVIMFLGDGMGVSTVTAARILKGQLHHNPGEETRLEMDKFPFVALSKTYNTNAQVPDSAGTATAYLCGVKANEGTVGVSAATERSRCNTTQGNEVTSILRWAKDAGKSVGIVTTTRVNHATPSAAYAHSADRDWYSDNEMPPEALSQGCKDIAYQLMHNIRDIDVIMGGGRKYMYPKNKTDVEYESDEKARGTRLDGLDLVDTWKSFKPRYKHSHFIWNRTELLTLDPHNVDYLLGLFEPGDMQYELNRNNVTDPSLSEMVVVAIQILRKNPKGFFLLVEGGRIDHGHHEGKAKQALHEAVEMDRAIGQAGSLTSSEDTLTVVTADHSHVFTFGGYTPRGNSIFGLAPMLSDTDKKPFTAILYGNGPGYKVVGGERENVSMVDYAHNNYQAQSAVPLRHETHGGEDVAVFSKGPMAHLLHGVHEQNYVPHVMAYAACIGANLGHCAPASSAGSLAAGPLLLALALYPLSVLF
# TNAP inh noacc: human TNAP enzyme inhibitors, primary screen, biochemical, luminescent, no phosphate acceptor, uHTS | purified TNAP, CDP-star luminescence, 30 min | inhibition, % at 20 µM | 200,000 compounds, 0.26% hits | AID 1012, 2008;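 active = tissue-nonspecific alkaline phosphatase inhibition above about 50% at 20 µM in the single-dose screen, limit read from the data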;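 note: 0% = DMSO negative control and 100% = EDTA positive control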
# DTT redox prof: compounds producing H2O2 with reducing agent – biochemical, NIH compound library profiling, artefact control for MLSCN library redox annotation, primary screen; DTT-dependent redox cycling H2O2, phenol red/HRP absorbance; 100% = 100 µM peroxide control, 0% = buffer; activation, % at 10 µM; 200,000 compounds, 0.03% hits; AID 878, 2007;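 active = activation of at least 50% relative to the plate's high and low controls in the primary single-dose screen; inactive = activation below 50%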;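 note: compound incubated with DTT at 0.8 mM final as the reducing agent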
# HMGR II inh: inhibitors of E. faecalis class II HMGR, primary screen, biochemical, Enterococcus faecalis; HMG-CoA reductase (Enterococcus faecalis, mvaE); purified E. faecalis HMGR, NADPH absorbance 340 nm kinetic; inhibition, % at 10 µM; 190,000 compounds, 0.41% hits; AID 1066, 2008;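 active = inhibition above a set limit, the median over all tested compounds plus 3 SD, cut at about 9.5% in these data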;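 note: enzyme runs in reverse so mevalonate oxidation gives rising NADPH absorbance; 0% = complete reaction with DMSO and 100% = background rate lacking mevalonate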
# S1P3 antagonist: S1P3 receptor antagonists, primary screen, cell-based; Sphingosine 1-phosphate receptor 3 (Homo sapiens), Q99500; AID 485, 2006; inhibition, % at 4.98 µM; 170,000 compounds, 0.27% hits; CHO S1P3 NFAT-BLA reporter, FRET fluorescence, antagonist mode;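 active = inhibition above the plate cutoff, the mean inhibition of test wells on that plate plus 3 SD, cut at about 28% in these data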;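 note: cells challenged with S1P at its EC80 of 0.8 µM; blue over green emission ratio from cleaved BLA substrate after 4 h stimulation; 0% = S1P-stimulated wells and 100% = unstimulated DMSO-only wells; some compounds past the cut are filed as inactive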
# PMI activator: activators of human PMI, primary screen, biochemical, fluorescence intensity, near-Km mannose 6-phosphate. purified human PMI, coupled resazurin fluorescence, 20 min; active compounds read high; 1 = vehicle control, 0 substrate-free wells. activation factor at 20 µM. 190,000 compounds, 0.005% hits. AID 1214, 2008;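 active = activation factor of 2 or more at 20 µM, relative to plate controls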
# Target sequence (P34949 whole entry, looked up): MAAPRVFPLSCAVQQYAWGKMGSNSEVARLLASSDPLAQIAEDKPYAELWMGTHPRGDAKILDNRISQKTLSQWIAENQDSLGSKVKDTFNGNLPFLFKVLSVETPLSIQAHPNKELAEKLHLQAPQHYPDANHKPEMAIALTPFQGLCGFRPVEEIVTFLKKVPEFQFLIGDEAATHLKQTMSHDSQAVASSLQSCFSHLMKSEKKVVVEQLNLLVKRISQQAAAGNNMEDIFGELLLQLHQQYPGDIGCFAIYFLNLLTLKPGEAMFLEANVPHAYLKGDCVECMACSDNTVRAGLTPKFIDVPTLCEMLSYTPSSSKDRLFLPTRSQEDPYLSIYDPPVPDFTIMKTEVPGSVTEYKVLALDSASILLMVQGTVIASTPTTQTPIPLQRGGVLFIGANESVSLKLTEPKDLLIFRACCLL
# PMI act satM6P: human PMI activators, high substrate, primary screen, biochemical, fluorescence intensity, near-saturating mannose 6-phosphate. 190,000 compounds, 0.34% hits. activation factor at 20 µM. coupled PMI enzyme assay, resazurin fluorescence, 20 min; active compounds read high; 1 = untreated enzyme, 0 = substrate-free blank. AID 1216, 2008. Mannose-6-phosphate isomerase (Homo sapiens), P34949;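 active = activation factor of 2 or more at 20 µM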
#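 Test system: human phosphomannose isomerase with PGI, G6PDH, diaphorase coupling enzymes / Doses: 20 µM compound, 1% DMSO / Times: enzyme reaction with compound 20 min at room temperature / Measured by: Diaphorase-driven resazurin-to-resorufin fluorescence, excitation 544, emission 590 nm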
# RAM inhibit: inhibitors of the yeast RAM network, primary screen, dse1pr::URA3 reporter, 5-FOA selection | AID 868, 2007 | inhibition, % at 50 µM | S. cerevisiae dse1pr::URA3 reporter, 5-FOA growth OD615, 2 d; analog-sensitive cbk1-as2 kinase mutant strain | 190,000 compounds, 1.8% hits;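 active = inhibition above a set limit, 3 SD over mean compound inhibition, cut at about 8.4% in these data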;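 note: 0% = DMSO-only wells with no growth and 100% = 10 µM 1-NA-PP1 full growth; inhibition rescues growth on 5-FOA so higher OD means more RAM inhibition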
# Lmaj promast: Leishmania major promastigote growth inhibition, primary screen. Leishmania major promastigotes, resazurin fluorescence viability. inhibition, % at 10 µM. 200,000 compounds, 9% hits. AID 1063, 2008; in the data active = inhibition above about 50%;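 note: promastigotes grown with compound for 44 hours at 28 °C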
# An asterisk follows results filed as active; x = not tested or not shown; & = joins results of further samples. Compounds as they come; any-hit rate near 12%.
1	CCN(CC)c1ccc(-c2nc3cnccc3n2C)cc1
2	CC(=O)NC(NC(=S)Nc1ccc(N=Nc2ccccc2)cc1)C(Cl)(Cl)Cl (stereo unspecified)
3	CCOc1ccc(N(CC(=O)Nc2ccccc2)S(C)(=O)=O)cc1
4	CCOC(=O)c1[nH]ncc1CN1CCCC(C(=O)c2ccc(OC)cc2C)C1 (stereo unspecified)
5	Cc1ccc(-c2nnn(CC(=O)NCc3ccccc3)n2)c(-n2cnnn2)c1
6	COc1ccc(S(=O)(=O)Cc2ccc(C(=O)NCc3cccs3)o2)cc1
7	CCOC(=O)CSc1nnc(COc2cccc(C)c2)o1
8	COc1cccc(NC(=O)C2C3CCC4C(CCC32)C4(Cl)Cl)c1 (stereo unspecified)

Screen / compound no.	1	2	3	4	5	6	7	8
Hsp70 activator	0.0	-0.3	0.0	-0.1	-0.3	0.0	1.6	-0.1
TNAP inh hiacc	-8	6	-7	-6	-2	-7	-8	-5
TNAP inh noacc	-14	6	-12	-15	8	-14	-15	-7
DTT redox prof	-1.2	3.5	-0.8	-0.4	-0.6	-0.5	9.3	-0.5
HMGR II inh	3	1	-7	1	-7	-6	1	-6
S1P3 antagonist	-42	x	8	-21	-37	-24	-11	0
PMI activator	1.1	0.9	0.9	1	1	0.9	1	0.9
PMI act satM6P	1	1	0.9	1.1	1.1	0.9	1	0.8
RAM inhibit	-0.1	4.0	-1.9	1.8	2.3	3.5	0.8	3.1
Lmaj promast	37	64*	-6	2	1	-4	-5	-3

9	CN1CCN(c2ccc(NC(=O)COc3ccc(Cl)cc3Cl)cc2)CC1
10	CCc1nc2ccccc2n1CCC(=O)O
11	CCOC(=O)N1CCN(C(=O)CSc2nnc(Cc3ccccc3)o2)CC1
12	N#C/C(=C/c1ccc2c(c1)OCO2)C(=O)NCCc1c[nH]c2ccccc12
13	CC(C)n1nc(C(=O)Oc2ccc(Cl)cc2)c2ccccc2c1=O
14	COc1ccc(NC(=S)N/N=C/c2cccn2Cc2ccccc2F)cc1
15	C=CCNC(=O)c1onc(CSc2cccc(Cl)c2)c1C(=O)O
16	O=C(O)CCC(=O)NNc1ccccc1[N+](=O)[O-]

Screen / compound no.	9	10	11	12	13	14	15	16
Hsp70 activator	-0.3	-0.2	-0.2	-0.4	-0.1	0.4	-0.2	-0.3
TNAP inh hiacc	-4	-3	-3	0	-3	-7	-2	5
TNAP inh noacc	-9	-14	-13	14	-15	-10	-10	6
DTT redox prof	1.2	0.7	-0.8	-8.5	-0.2	-1.0	23	-0.4
HMGR II inh	-1	-9	3	1	0	-2	-3	1
S1P3 antagonist	8	x	-28	x	-6	-7	x	-1
PMI activator	0.9	1.2	0.9	0.9	0.8	1	1	1.1
PMI act satM6P	0.9	1.2	0.9	0.9	0.9	1	1	1.1
RAM inhibit	1.0	0.0	-0.7	3.5	7.2	3.4	0.6	-0.7
Lmaj promast	99*	-1	-8	1	39	0	-11	-3

17	Cc1ccc2[nH]c(=O)c(CN(Cc3cccs3)C(=S)NCc3ccco3)cc2c1
18	CC(=O)Nc1cccc(C(=O)NCC2(N3CCCCC3)CCCCC2)c1
19	O=C(N1CCOCC1)N(Cc1ccco1)CC1CCCO1 (stereo unspecified)
20	COC(=O)CCC/C=C1/SCC(NC(=O)c2ccccc2)/C1=N/O (stereo unspecified)
21	C#CC1(NC(=O)NC(C)C)CCCCC1
22	CCCCCCC(=O)NNC(=O)c1c(O)c2ccccc2n(CC)c1=O
23	O=C(NC1CCSC1=O)c1cccc(Cl)c1 (stereo unspecified)
24	Cc1ccc(-c2cc(C(=O)NCc3ccco3)no2)cc1

Screen / compound no.	17	18	19	20	21	22	23	24
Hsp70 activator	0.3	0.0	-0.1	-0.2	-0.4	-0.1	-0.4	0.1
TNAP inh hiacc	4	-2	-7	-3	-10	-1	11	-2
TNAP inh noacc	-22	-10	-9	-8	-18	-90	-7	-10
DTT redox prof	-0.5	-0.1	0.0	-0.2	-0.8	-0.5	0.0	0.7
HMGR II inh	-5	2	-1	-2	5	-7	-2	-1
S1P3 antagonist	-12	-13	4	6	-23	-25	7	17
PMI activator	1	0.9	0.9	1.1	1.1	1	1	1
PMI act satM6P	1	0.9	0.8	1.1	1.1	1.2	1	0.9
RAM inhibit	1.9	0.5	0.3	3.0	2.8	3.9	2.6	2.2
Lmaj promast	21	0	-1	-9	-6	-5	15	-6

# Fetched by compound from the entries so far (2):
23	O=C(NC1CCSC1=O)c1cccc(Cl)c1 (stereo unspecified)
21	C#CC1(NC(=O)NC(C)C)CCCCC1

Screen / compound no.	23	21
Hsp70 activator	-0.4	-0.4
TNAP inh hiacc	11	-10
TNAP inh noacc	-7	-18
DTT redox prof	0.0	-0.8
HMGR II inh	-2	5
S1P3 antagonist	7	-23
PMI activator	1	1.1
PMI act satM6P	1	1.1
RAM inhibit	2.6	2.8
Lmaj promast	15	-6

# Following part:
25	COC(=O)C(C)Sc1nc2c(cnn2-c2ccccc2)c(=O)[nH]1 (stereo unspecified)
26	O=C(C1=C(O)C(=O)N(CCN2CCOCC2)C1c1ccncc1)c1ccco1 (stereo unspecified)
27	Cc1c(Br)cccc1NC(=O)c1sccc1-n1cccc1
28	CCCCCC(=O)Nc1ccc(-c2cn3cccnc3n2)cc1
29	CC1CCCC(NC(=O)COC(=O)[C@@H](NC(=O)c2ccco2)C(C)C)C1C (stereo partly specified)
30	CC(=O)N1CCC(Nc2ccc(C)cc2)CC1
31	CCNc1nc(NCC)n2c(SCc3ccc(F)cc3)nnc2n1
32	CCN1C(=S)SC(=O)C1=C1C=C(C)OC(C)=C1

Screen / compound no.	25	26	27	28	29	30	31	32
Hsp70 activator	-0.3	-0.6	-0.2	0.8	0.1	-0.3	0.0	0.3
TNAP inh hiacc	0	-2	-3	-2	-2	-10	-5	9
TNAP inh noacc	-4	-7	-11	-10	-7	6	-10	-2
DTT redox prof	-0.4	-0.9	0.1	-2.2	0.5	-3.2	-2.5	0.3
HMGR II inh	-3	-8	-5	-1	1	-3	-4	-7
S1P3 antagonist	12	-23	x	-6	-17	-21	-8	x
PMI activator	1	1.1	0.9	1.3	1	1.1	1	1
PMI act satM6P	1	1.2	1	1.2	1	1	1	0.9
RAM inhibit	2.6	1.8	3.3	0.0	2.0	0.1	0.4	4.3
Lmaj promast	-1	5	-3	-7	0	-3	1	-7

33	Oc1ccc(Cl)cc1C1=Nc2ccccc2N=C(c2ccco2)C1
34	COc1cc(CN2CC(C)CC(C)C2)cc([N+](=O)[O-])c1O (stereo unspecified)
35	Cc1ccn2c(Nc3ccccc3C)c(-c3ccccn3)nc2c1
36	Cc1ccc(S(=O)(=O)N(C)C)cc1N
37	CC1CCN(c2oc(-c3ccccc3F)nc2C#N)CC1
38	CCCCN1C(=O)C(=O)N(CC(=O)N2N=C3/C(=C/c4ccco4)CCCC3C2c2ccco2)C1=O (stereo unspecified)
39	Cc1ccc(CNC(=O)C2CCCN(c3nn4c(=O)cc(C)nc4s3)C2)cc1 (stereo unspecified)
40	NS(=O)(=O)c1cccnc1Nc1cccc(C(F)(F)F)c1

Screen / compound no.	33	34	35	36	37	38	39	40
Hsp70 activator	-0.5	-0.1	0.0	0.0	-0.1	0.0	-0.3	-0.4
TNAP inh hiacc	-3	11	-13	1	1	-1	2	21
TNAP inh noacc	-12	-1	-32	-4	-10	-7	4	10
DTT redox prof	0.5	-0.4	-0.6	-2.2	-0.2	-1.2	0.5	0.4
HMGR II inh	-1	-2	-2	-6	-3	2	2	-3
S1P3 antagonist	x	0	21	-13	35	6	-11	x
PMI activator	1	0.9	1.1	0.9	0.9	1.1	1.1	0.8
PMI act satM6P	1.1	0.8	1	0.9	0.8	1	1.1	0.9
RAM inhibit	1.8	0.0	5.5	0.1	-0.6	7.3	1.7	1.4
Lmaj promast	-1	16	101*	-3	-4	15	-6	38

41	COC(=O)NC(NC(=S)Nc1ccccc1OC)C(Cl)(Cl)Cl (stereo unspecified)
42	Cc1cccc(OCC(=O)Nc2ccc(C(=O)NCC(C)C)cc2)c1
43	O=C(NC1CCCCC1)N1CCCC1
44	Cc1cc(=O)oc2cc(OS(C)(=O)=O)ccc12
45	COc1cccc(C2NC(=O)NC(C)=C2C(=O)OCC2CCCO2)c1 (stereo unspecified)
46	COc1ccc2[nH]c(C)c(C(=O)CN(C)C)c2c1
47	COc1ccccc1C1C2CCCCC2(O)CCN1CC(=O)Nc1ccccc1 (stereo unspecified)
48	Cc1cc(-c2ccco2)n(CC(=O)NCc2ccccc2)n1

Screen / compound no.	41	42	43	44	45	46	47	48
Hsp70 activator	-0.6	0.0	1.1	-0.3	-0.1	0.1	-0.5	-0.1
TNAP inh hiacc	-1	-6	0	0	-6	-5	0	-6
TNAP inh noacc	-12	-20	-7	-10	-3	-7	-6	-18
DTT redox prof	-0.4	0.7	0.6	0.1	0.5	0.0	0.1	-1.0
HMGR II inh	-13	-4	-4	-3	0	0	-8	2
S1P3 antagonist	-3	-2	x	-3&17	-21	-10	-34	x
PMI activator	0.8	1	0.9	1	1.2	1	0.9	1
PMI act satM6P	0.8	1	0.8	0.9	1.2	1	0.9	0.9
RAM inhibit	2.8	1.4	-1.0	1.2	0.0	-0.3	1.6	0.3
Lmaj promast	-4	5	-1	-2	-3	6	8	-2

49	Cc1c(Cc2ccccc2)sc(/N=C/c2ccc3ccccc3c2)c1C(N)=O
50	O=S(=O)(c1cccc(-c2csc(-c3cccnc3)n2)c1)N1CCCCC1
51	CC(=O)C1=C(O)C(=O)N(Cc2cccnc2)C1c1ccc(C)cc1 (stereo unspecified)
52	CN(C)S(=O)(=O)c1ccc(C(=O)NCCN2C(=O)S/C(=C\c3cccnc3)C2=O)cc1
53	O=C(Cn1c(NCCO)nc2ccccc21)N1CCN(Cc2ccccc2)CC1
54	O=C(O)CCc1ccc(-c2ccccc2)o1

Screen / compound no.	49	50	51	52	53	54
Hsp70 activator	0.1	-0.1	-0.5	0.1	0.2	-0.1
TNAP inh hiacc	-3	-5	0	-4	-2	-2
TNAP inh noacc	-12	3	-5	-2	-11	-11
DTT redox prof	0.2	0.2	0.7	0.1	0.0	0.7
HMGR II inh	0	0	-3	-2	-9	-8
S1P3 antagonist	-5	13	x	-4	-11	-19
PMI activator	1.3	1.1	1.2	0.8	1	1
PMI act satM6P	1.5	1.1	1.1	0.9	1	1.2
RAM inhibit	3.4	2.1	-0.4	-0.1	0.4	-0.7
Lmaj promast	-2	31	-5	12	11	-5
